Screens (PubChem)
APJ antagonist: blocks the human apelin receptor APJ; P35414; CHO-K1 APJ beta-arrestin complementation, luminescence; inhibition, % at 20 µM; hit rate 0.32% among 330,000; AID 2521;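 active = inhibition above about 40% at 20 µM, limit read from the data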;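 also: cells challenged with 10 nM apelin-13 agonist together with compound; plate controls were apelin-13 plus DMSO wells for no effect and DMSO wells lacking apelin-13 for full effect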
Target sequence (P35414 whole entry, looked up): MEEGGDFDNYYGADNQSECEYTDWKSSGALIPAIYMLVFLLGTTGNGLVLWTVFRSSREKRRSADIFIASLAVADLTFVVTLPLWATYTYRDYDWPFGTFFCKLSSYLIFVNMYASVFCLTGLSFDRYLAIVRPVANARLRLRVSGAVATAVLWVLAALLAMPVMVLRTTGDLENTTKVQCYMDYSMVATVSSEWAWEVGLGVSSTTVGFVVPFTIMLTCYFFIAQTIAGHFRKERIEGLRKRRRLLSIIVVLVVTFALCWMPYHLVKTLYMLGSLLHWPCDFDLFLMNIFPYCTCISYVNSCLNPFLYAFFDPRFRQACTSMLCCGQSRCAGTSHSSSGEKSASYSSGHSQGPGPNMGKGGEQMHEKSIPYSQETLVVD
APJ ag: agonists of human APJ apelin receptor | P35414 | CHO-K1 APJ PathHunter beta-arrestin, luminescence; 0% DMSO wells, 100% apelin | hit rate 0.11% among 330,000 | AID 2520 | activation, % at 20 µM;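 active = activation more than six SD over the plate average, tested at 20 µM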;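 also: 0% = DMSO alone and 100% = apelin-13 at 10 nM; some results filed as inactive read as strong as hits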
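Assay system: engineered CHO-K1 APJ arrestin reporter cells; Amount: 1000 CHO-K1 reporter cells seeded per well; Dosing: one dose, 20 µM compound, 1% DMSO; Times: compound stimulation 90 min at 25 °C, detection 60 min; Measured by: luminescent beta-gal fragment complementation, chemiluminescent substrate; Read-out: APJ–arrestin association signal; Controls: DMSO vs Apelin-13 10 nM.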
CXCR6 inh: blocks human CXCR6 beta-arrestin recruitment. CHO-K1 PathHunter CXCR6 beta-arrestin, luminescence. O00574. AID 602244. hit rate 0.36% among 360,000. inhibition, % at 20 µM; in the data active = inhibition above about 34%, passing the limit was not always enough;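 also: antagonist mode with CXCL16 agonist at 10 nM final; 0% = 10 nM CXCL16 with DMSO and 100% = unstimulated wells without agonist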
EBI2 block: EBI2 (human) antagonism; P32249; EBI2 beta-arrestin recruitment, luminescence, 7a,25-OHC stimulated; inhibition, % at 5 µM; hit rate 0.81% among 360,000; in the data active = inhibition above about 38%;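 also: enzyme fragment complementation signal reports receptor beta-arrestin coupling in cells; 0% = agonist plus DMSO wells and 100% = wells without agonist; some results beyond the cut were filed as inactive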
Target sequence (P32249 whole entry, looked up, the tested form may be a part): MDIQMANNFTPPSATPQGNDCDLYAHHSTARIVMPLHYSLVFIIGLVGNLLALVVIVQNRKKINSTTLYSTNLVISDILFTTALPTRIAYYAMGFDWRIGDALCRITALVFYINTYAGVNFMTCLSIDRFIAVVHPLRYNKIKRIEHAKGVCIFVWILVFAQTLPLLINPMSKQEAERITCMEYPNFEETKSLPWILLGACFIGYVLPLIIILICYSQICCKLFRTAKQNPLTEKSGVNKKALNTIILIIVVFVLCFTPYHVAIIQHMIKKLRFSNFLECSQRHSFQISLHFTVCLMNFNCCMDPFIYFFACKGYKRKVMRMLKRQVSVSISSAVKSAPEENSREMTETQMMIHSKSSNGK
UBC13 polyUb: blocks human UBC13 polyubiquitin chain formation; P61088; TR-FRET; inhibition, % at 20 µM; hit rate 0.47% among 330,000; in the data active = inhibition above about 45%, passing the limit was not always enough
Target sequence (P61088 whole entry, looked up): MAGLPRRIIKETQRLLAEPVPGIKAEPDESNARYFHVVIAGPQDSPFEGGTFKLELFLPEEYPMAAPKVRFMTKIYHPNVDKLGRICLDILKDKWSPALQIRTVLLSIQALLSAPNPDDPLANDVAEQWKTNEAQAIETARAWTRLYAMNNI
* marks the source's active call; other numbers are inactive results; . = no result given. Only part of the results is shown; count on the stated rates, not on these rows.

Fields – APJ antagonist	APJ ag	CXCR6 inh	EBI2 block	UBC13 polyUb
> NCCc1c[nH]c2ccc(F)cc12
  10.7	-5.9	.	.	6.7
> COc1ccc(N2C(=O)NC(=O)/C(=C/c3ccc4c(c3)Cc3ccccc3-4)C2=O)cc1
  18.6	-3.1	.	.	16.1
> NC(CC(=O)O)C1CCCCC1 (stereo unspecified)
  22.6	-3.5	.	.	6.0
> Cc1ccsc1C(=O)C1CCCN(Cc2cnc(N(C)C)s2)C1 (stereo unspecified)
  11.3	-2.0	.	.	0.2
> Oc1ccc(C(=C(Cl)Cl)c2ccc(O)cc2)cc1
  -9.6	0.4	.	.	0.4
> N#CC(C#N)=Cc1ccc(-c2ccccc2)o1
  2.8	-3.6	.	.	9.3
> Cc1ccc(N2C(=O)NC(=O)/C(=C\c3ccsc3)C2=O)cc1C
  15.2	1.0	.	.	-5.1
> C[N+]1(CCC(C(N)=O)(c2ccccc2)c2ccccc2)CCCCC1
  10.3	-4.3	.	.	2.5
> COc1ccccc1Cn1c(SCC(=O)C(C)(C)C)nc2cc(C(=O)N3CCC4(CC3)OCCO4)ccc2c1=O
  1.8	-1.6	.	.	-1.8
> CC(=O)c1ccccc1NC(=O)C1C2CCC(O2)C1C(=O)O (stereo unspecified)
  -6.9	-5.6	.	.	8.7
> O=C1C=Cc2ccccc2C1=O
  -27.3	28.1	.	.	-42.6
> CN1/C(=C\C=C\C2=[N+](C)c3ccc4ccccc4c3C2(C)C)C(C)(C)c2ccccc21
  42.6*	-4.9	.	.	-156.2
> CCOc1cc(C=C2C(=O)NC(=O)NC2=O)cc([N+](=O)[O-])c1O
  16.6	-0.7	.	.	-37.9
> CNCCc1ccccc1
  0.2	-1.7	.	.	-4.0
> COc1cccc(N2C(=O)NC(=O)/C(=C/c3ccc4c5c(cccc35)CC4)C2=O)c1
  -10.1	-0.1	.	.	19.9
> CC(C)n1c(=O)c(C=Nc2ccc(Cl)cc2)c(O)n(Cc2ccco2)c1=O
  -3.3	-1.6	.	.	-15.2
> O=C1NC(=O)N(c2ccccc2)C(=O)/C1=C\c1ccc([N+](=O)[O-])o1
  10.5	-1.1	.	.	-40.0
> FC(F)(F)c1cccc(N2CCNCC2)c1
  3.7	-1.4	.	.	6.2
> CCCCN1C(=O)/C(=C/c2ccc(N3CCCCCC3)cc2)C(=O)NC1=S
  2.8	-0.1	.	.	-4.0
> CCCCn1c(=O)c(C(=O)Nc2nnc(C(C)C)s2)c(O)c2ccccc21
  8.6	-2.2	.	.	-22.2
> CCC/C=C(\CCC)C(NP(=O)(c1ccccc1)c1ccccc1)c1ccccc1 (stereo unspecified)
  5.8	-6.2	.	.	-2.4
> Cc1ccc(C(O)(C(=O)OC(C)C)C(O)c2ccc(F)cc2)cc1 (stereo unspecified)
  .	.	.	-1.0	.
> COOCC1(C(=O)OC)C[C@H](c2ccc(OC)cc2)N(Cc2ccccc2OC)[C@@H]1c1ccccc1C (stereo partly specified)
  .	.	.	32.3	.
> Cc1nn(CC(C)C)c(Cl)c1C(=O)NC1CCCC1
  .	.	5.1	-4.2	.
> CC(C)CN1Cc2cc(N3CCCCC3)ccc2-n2nncc2C1
  .	.	-6.4	-5.7	.
> O=C(NC1CCCCC1)N1Cc2cc(-c3ccccc3)ccc2-n2nncc2C1
  .	.	1.4	-3.5	.
> CCOC(=O)[C@]12Cc3cc(C)ccc3[C@H]1N(C1CCCCC1)C(=O)c1ccccc12
  .	.	16.1	60.1*	.
> CS(=O)(=O)c1ccc(C2=C(CNC(=O)c3nccs3)[C@H]3CC[C@@H](C2)N3Cc2ccccc2)cc1
  .	.	5.3	-1.2	.
> O=[N+]([O-])c1ccc(N2CCOCC2)c2c1no[n+]2[O-]
  .	.	10.3	-13.1	.
> CCOC(=O)[C@]12Cc3cc(OC)ccc3[C@H]1N(C)C(=O)c1ccccc12
  .	.	8.9	5.7	.
> Cc1cccc(C)c1-n1nnnc1C(c1cccc2ccccc12)N1CCC2(CC1)C(=O)NCN2c1ccccc1 (stereo unspecified)
  .	.	-6.6	-5.9	.
> CSCCC(c1nnnn1-c1ccc2c(c1)OCCO2)N1CCC2(CC1)C(=O)NCN2c1ccccc1 (stereo unspecified)
  .	.	10.7	2.6	.
> O=C1NCN(c2ccccc2)C12CCN(C(c1cccc3ccccc13)c1nnnn1Cc1ccccc1)CC2 (stereo unspecified)
  .	.	-6.9	-5.6	.
> Cc1cccc(C)c1-n1nnnc1C(CCc1ccccc1)N1CCC(n2c(=O)[nH]c3ccccc32)CC1 (stereo unspecified)
  .	.	6.3	-4.2	.
> CCOC(=O)[C@]12Cc3cc(C)ccc3[C@H]1N(CCC(=O)OC)C(=O)c1ccccc12
  .	.	6.9	-4.3	.
> CC(C)(C)n1nnnc1C(c1ccccc1)N1CCC2(CC1)C(=O)NCN2c1ccccc1 (stereo unspecified)
  .	.	-4.0	0.5	.
> Clc1cccc(NC2=NCCS2)c1
  .	.	1.7	-5.8	.
> O=c1[nH]c2ccccc2n1C1CCN(Cc2ccc(-c3nc4ccccc4nc3-c3ccccc3)cc2)CC1
  .	.	9.7	-16.8	.
> CSCCC(c1nnnn1C1CCCCC1)N1CCC2(CC1)C(=O)NCN2c1ccccc1 (stereo unspecified)
  .	.	4.3	-6.9	.
> C=CCNC(=S)N1Cc2cc(Br)ccc2-n2nncc2C1
  .	.	-6.2	-2.8	.
> CCOC(=O)[C@]12Cc3ccccc3[C@H]1N(C(C)C)C(=O)c1ccccc12
  .	.	-1.4	-0.5	.
> COc1ccc(-n2nnnc2C(c2ccccc2OC(F)(F)F)N2CCC(n3c(=O)[nH]c4ccccc43)CC2)cc1 (stereo unspecified)
  .	.	7.5	8.1	.
> COC(=O)C1(F)C(=O)NC(=O)NC1O (stereo unspecified)
  .	.	-0.5	-8.6	.
> O=C1NCN(c2ccccc2)C12CCN(C(c1nnnn1-c1ccc3c(c1)OCCO3)C1CC1)CC2 (stereo unspecified)
  .	.	20.7	4.1	.
> O=P(OC1=CCCCC1)(c1ccccc1)c1ccccc1
  .	.	10.3	4.7	.
> C[C@H](CO)N1C[C@H](C)[C@H](CN(C)C(=O)Oc2ccccc2)OCc2cnnn2CCCC1=O
  .	.	1.9	-4.5	.
> O=C1c2ccccc2-n2nnc(-c3ccccc3)c2C2c3cc(Br)ccc3CCN12 (stereo unspecified)
  .	.	-9.9	-7.8	.
> c1ccc(-c2ccc(CN3Cc4ccccc4-n4nncc4C3)cc2)cc1
  .	.	2.8	6.5	.
> COc1cc(C(=O)N2Cc3ccccc3-n3nncc3C2)cc(OC)c1OC
  .	.	-3.6	-6.9	.
> Cc1cccc(C)c1-n1nnnc1C(CCc1ccccc1)N1CCC2(CC1)C(=O)NCN2c1ccccc1 (stereo unspecified)
  .	.	-3.6	2.1	.
> c1ccc2oc(-c3ccc4c(c3)CNCc3cnnn3-4)cc2c1
  .	.	0.0	-14.2	.
> COC(=O)C1=C(c2ccc(OCc3ccccc3)cc2)C[C@@H]2CC[C@H]1N2C(=O)NCc1ccccc1C(F)(F)F
  .	.	7.7	62.9*	.
> O=c1[nH]c2ccccc2n1C1CCN(C(c2ccccc2)c2nnnn2Cc2ccccc2)CC1 (stereo unspecified)
  .	.	10.1	-19.3	.
> C[C@@H]1CN([C@H](C)CO)C(=O)CCCn2cc(nn2)CO[C@H]1CN(C)C(=O)Oc1ccc2ccccc2c1
  .	.	6.9	-6.3	.
> CC=CC(C)=CC(C)C(=O)CC(O)CC1CC(=O)NC(=O)C1 (stereo unspecified)
  .	.	10.9	0.5	.
> Cc1ccccc1-c1ccc2c(c1)CNCc1cnnn1-2
  .	.	-3.4	-11.8	.
> C[C@@H]1CN([C@H](C)CO)C(=O)CCCn2nncc2CO[C@@H]1CN(C)C(=O)Oc1ccc2ccccc2c1
  .	.	0.5	-4.2	.
> CCOC(=O)[C@]12Cc3cc(OC)ccc3[C@H]1N(C(C)C)C(=O)c1ccccc12
  .	.	-2.3	-3.8	.
> O=C(NCC1=C(c2ccc3ccccc3c2)C[C@@H]2CC[C@H]1N2Cc1ccco1)c1cccs1
  .	.	9.5	11.9	.
> CC(=O)C1CCC2C3CCC4CC(O)CCC4(C)C3CCC12C#N (stereo unspecified)
  .	.	-0.3	-11.8	.

Single records, from the list above. Order of values: APJ antagonist, APJ ag, CXCR6 inh, EBI2 block, UBC13 polyUb
O=P(OC1=CCCCC1)(c1ccccc1)c1ccccc1 as listed: ., ., 10.3, 4.7, .
O=C1c2ccccc2-n2nnc(-c3ccccc3)c2C2c3cc(Br)ccc3CCN12 (stereo unspecified) as listed: ., ., -9.9, -7.8, .
CCOC(=O)[C@]12Cc3ccccc3[C@H]1N(C(C)C)C(=O)c1ccccc12 as listed: ., ., -1.4, -0.5, .
COc1cc(C(=O)N2Cc3ccccc3-n3nncc3C2)cc(OC)c1OC as listed: ., ., -3.6, -6.9, .
C[C@@H]1CN([C@H](C)CO)C(=O)CCCn2cc(nn2)CO[C@H]1CN(C)C(=O)Oc1ccc2ccccc2c1 as listed: ., ., 6.9, -6.3, .

The listing continues.
Fields – APJ antagonist	APJ ag	CXCR6 inh	EBI2 block	UBC13 polyUb
> COC(=O)C1=C(c2ccc(OCc3ccccc3)cc2)C[C@@H]2CC[C@H]1N2C(=O)NCc1ccc(C(C)(C)C)cc1
  .	.	12.6	12.6	.
> Clc1cccc(N2Cc3cc(N4CCOCC4)ccc3-n3nncc3C2)c1
  .	.	-4.4	4.8	.
> CCOC(=O)[C@]12Cc3cc(OC)ccc3[C@H]1N(CCC(=O)OC)C(=O)c1cc(OC)ccc12
  .	.	-12.0	9.7	.
> O=C1NCN(c2ccccc2)C12CCN(C(c1ccccc1)c1nnnn1C1CCCC1)CC2 (stereo unspecified)
  .	.	3.8	0.1	.
> NC(Cc1ccc(Cl)cc1)c1csc(Nc2ccccn2)n1 (stereo unspecified)
  .	.	-4.6	-9.0	.
> COc1ccc(-n2nnnc2C(c2cccc3ccccc23)N2CCC3(CC2)C(=O)NCN3c2ccccc2)cc1 (stereo unspecified)
  .	.	-4.6	-7.1	.
> COC(=O)c1cn(Cc2ccc(F)cc2)c2ccccc12
  .	.	-1.7	0.3	.
> O=S(=O)(c1ccccc1)N1Cc2ccccc2-n2nncc2C1
  .	.	3.1	-4.4	.
> COc1ccc(NC(=S)N2Cc3ccccc3-n3nncc3C2)c(OC)c1
  .	.	0.3	-1.9	.
> NC1CC2CCCCC2CC1(O)c1ccccc1 (stereo unspecified)
  .	.	-0.7	-1.2	.
> C[C@H]1COc2cccc(N3CCN(C)CC3)c2S(=O)(=O)N1
  .	.	-7.9	-5.5	.
> CCC(c1nnnn1Cc1ccccc1)N1CCC(n2c(=O)[nH]c3ccccc32)CC1 (stereo unspecified)
  .	.	-13.0	-51.8	.
> COc1ccc(CCNC2(C#N)CCCCC2)cc1OC
  .	.	-0.5	-10.0	.
> O=C(NCC1=C(c2cccc3ccccc23)C[C@@H]2CC[C@H]1N2Cc1ccco1)c1cccs1
  .	.	13.4	14.2	.
> O=C(CCc1ccccc1)N1Cc2cc(N3CCOCC3)ccc2-n2nncc2C1
  .	.	3.1	7.0	.
> COc1cccc(C(c2nnnn2C2CCCCC2)N2CCC3(CC2)C(=O)NCN3c2ccccc2)c1OC (stereo unspecified)
  .	.	-1.3	0.7	.
> CC1CN1c1cc2c(c3c1ccn3C)C1CCC2C1 (stereo unspecified)
  .	.	-4.2	-13.2	.
> O=C1NCN(c2ccccc2)C12CCN(C(c1cccc3ccccc13)c1nnnn1C1CCCCC1)CC2 (stereo unspecified)
  .	.	-6.2	-40.0	.
> COc1ccc(C(=O)CC(c2ccc3c(c2)OCO3)c2c(O)c3ccccc3oc2=O)cc1OC (stereo unspecified)
  .	.	-0.1	-7.2	.

Look-ups from above:
CCOC(=O)[C@]12Cc3cc(OC)ccc3[C@H]1N(CCC(=O)OC)C(=O)c1cc(OC)ccc12 in CXCR6 inh has -12.0
CCC(c1nnnn1Cc1ccccc1)N1CCC(n2c(=O)[nH]c3ccccc32)CC1 (stereo unspecified) in EBI2 block has -51.8

Compounds listed so far containing a cyano group:
Fields – APJ antagonist	APJ ag	CXCR6 inh	EBI2 block	UBC13 polyUb
> N#CC(C#N)=Cc1ccc(-c2ccccc2)o1
  2.8	-3.6	.	.	9.3
> CC(=O)C1CCC2C3CCC4CC(O)CCC4(C)C3CCC12C#N (stereo unspecified)
  .	.	-0.3	-11.8	.
> COc1ccc(CCNC2(C#N)CCCCC2)cc1OC
  .	.	-0.5	-10.0	.
